# Screening results from PubChem BioAssay.
# BioA inh – BioA (M. tuberculosis) enzyme inhibition; purified M. tuberculosis BioA enzyme, plate reader; inhibition, % at 9.99 µM; actives 0.096% (n = 360,000); AID 602481; in the data active means inhibition above about 40%
# Active calls of the source: *. Not all compounds are listed; count on the stated rates, not on these rows.
Molecule	BioA inh
COc1ccc(S(=O)(=O)Nc2ccc3c(c2)OC[C@@H](C)NC[C@H](C)[C@@H](OC)CN(C)C3=O)cc1	0.6
CC(C)NC(=O)N(C)C[C@H]1OCCCC[C@H](C)Oc2ccc(NC(=O)c3ccccc3)cc2C(=O)N([C@H](C)CO)C[C@@H]1C	0.7
O=C(Nc1cccc(F)c1)N1CCCCN2[C@@H](CO)[C@H](c3ccc(C#Cc4cccnc4)cc3)[C@@H]2C1	-3.5
C[C@H]1CN([C@@H](C)CO)S(=O)(=O)c2ccc(-c3cccc(C(=O)N(C)C)c3)cc2O[C@@H]1CN(C)Cc1ccc2c(c1)OCO2	2.1
C[C@@H]1CN([C@H](C)CO)C(=O)Cc2cc(NC(=O)Cc3ccccc3)ccc2O[C@H]1CN(C)CC1CCCCC1	-1.3
C[C@H]1CN([C@@H](C)CO)C(=O)c2cccc(N(C)C)c2O[C@@H]1CN(C)C(=O)Nc1ccc2c(c1)OCO2	4.5
Cc1noc(C)c1NC(=O)N(C)C[C@@H]1Oc2ccc(NS(=O)(=O)c3cccs3)cc2C(=O)N([C@@H](C)CO)C[C@@H]1C	-1.9
COCC#Cc1ccc([C@@H]2[C@H]3CN(C(=O)NC4CCCC4)CCCCN3[C@H]2CO)cc1	-2.3
C[C@@H]1CN([C@@H](C)CO)C(=O)c2cc(NC(=O)Nc3ccc(F)cc3)ccc2O[C@H]1CN(C)Cc1ccncc1	3.9
O=C(C[C@H]1CC[C@H]2[C@@H](COC[C@H](O)CN2C(=O)c2ccccc2F)O1)N1CCN(c2ccccc2)CC1	-0.1
COc1ccc(CN2C[C@@H](C)[C@H](OC)CN(C)C(=O)c3ccc(NC(=O)c4nc5ccccc5s4)cc3OC[C@H]2C)cc1	-1.3
CO[C@@H](CN(C)C(=O)c1ccccc1F)[C@H](C)CN([C@@H](C)CO)S(=O)(=O)c1ccc(Cl)cc1	-0.9
CNC(=O)C[C@@H]1CC[C@@H]2[C@H](COC[C@@H](O)CN2C(=O)c2ccccn2)O1	2.1
C[C@@H]1CN([C@H](C)CO)C(=O)c2cc(NC(=O)C3CCCCC3)ccc2O[C@H]1CN(C)S(=O)(=O)c1cn(C)cn1	3.3
O=C(C[C@H]1C[C@@H]2c3cc(NC(=O)c4ccc5c(c4)OCO5)ccc3O[C@@H]2[C@@H](CO)O1)NCc1cccc(F)c1	5.5
COc1ccc(S(=O)(=O)N(C)C[C@@H]2OCCCC[C@@H](C)Oc3ccc(NC(=O)CCC(F)(F)F)cc3C(=O)N([C@@H](C)CO)C[C@H]2C)cc1	-0.1
O=C(c1cnccn1)N1C[C@H]2[C@@H](c3ccccc31)[C@@H](CO)N2CC1CCCC1	-3.5
C[C@@H]1CN([C@H](C)CO)C(=O)c2cc(NC(=O)c3ccccc3)ccc2O[C@@H](C)CCCCO[C@H]1CN(C)Cc1ccc(C(=O)O)cc1	0.5
C[C@H](CO)N1C[C@H](C)[C@@H](CN(C)Cc2ccc(Cl)c(Cl)c2)OCCCC[C@H](C)Oc2ccc(NS(=O)(=O)c3cn(C)cn3)cc2C1=O	2.4
COCCOC(=O)N1C(=O)[C@@]2(c3cc(C#CCCO)ccc31)[C@H](C(=O)N1CCN(c3ncccn3)CC1)[C@H]1C(=O)O[C@H](c3ccccc3)[C@H](c3ccccc3)N1[C@@H]2c1ccccc1OCCO	-0.2
CC=Cc1ccc2n(c1=O)C[C@H]1[C@H](CO)[C@@H](C(=O)Nc3ccc(-c4ccccc4)cc3)N(CCC)[C@@H]21 (mixture of isomers)	-2.0
CCC(=O)N(C)C[C@@H]1Oc2cc(-c3ccc(C)cc3)ccc2S(=O)(=O)N([C@H](C)CO)C[C@@H]1C	4.1
C[C@@H]1CN([C@@H](C)CO)S(=O)(=O)c2ccc(C3=CCCC3)cc2O[C@H]1CN(C)Cc1cccc(C(=O)O)c1	7.2
Cc1ccc(S(=O)(=O)N[C@H]2CC[C@H](CCNC(=O)Cc3ccccn3)O[C@H]2CO)cc1	-2.3
C[C@@H]1CN([C@H](C)CO)C(=O)c2cc(NS(=O)(=O)c3ccc(Cl)cc3)ccc2O[C@@H]1CN(C)C(=O)Nc1ccc(F)cc1	-1.3
CNC[C@H]1Oc2cc(C#Cc3ccncc3)ccc2S(=O)(=O)N([C@@H](C)CO)C[C@H]1C	2.4
C[C@H]1CN([C@@H](C)CO)C(=O)c2cc(NC(=O)CCC(F)(F)F)ccc2O[C@@H]1CN(C)Cc1ccc(-c2ccccc2)cc1	-0.6
CO[C@@H](CN(C)C(=O)Nc1ccc(C(F)(F)F)cc1)[C@@H](C)CN(Cc1ccccc1Cl)[C@@H](C)CO	-3.8
Cc1ccc(-c2ccc3c(c2)O[C@@H](CN(C)Cc2ccncc2)[C@H](C)CN([C@H](C)CO)S3(=O)=O)cc1	2.0
C[C@H]1CCCCO[C@@H](CN(C)C(=O)Cc2ccccc2)[C@@H](C)CN([C@@H](C)CO)C(=O)c2cc(NS(=O)(=O)c3cn(C)cn3)ccc2O1	0.1
O=C(c1ccccn1)N1CC[C@@H]2[C@H](CO)Nc3ccc(Br)cc3[C@@H]21	4.5
CNC(=O)C[C@@H]1CC[C@@H]2[C@@H](COc3ccc(NC(=O)C4CCCCC4)cc3C(=O)N2C)O1	0.2
CCC(=O)N1CCCCN2[C@H](CO)[C@H](c3ccc(/C=C/c4ccccc4)cc3)[C@@H]2C1	3.5
CCCNC(=O)Nc1ccc2c(c1)C(=O)N(C)C[C@H](OC)[C@H](C)CN(C(=O)CC)[C@H](C)CO2	-1.1
C[C@H]1CN([C@@H](C)CO)S(=O)(=O)c2ccc(-c3ccncc3)cc2O[C@H]1CN(C)C(=O)C1CCCCC1	-0.5
COc1ccc(NC(=O)N(C)C[C@H]2Oc3c(NS(=O)(=O)c4cccs4)cccc3C(=O)N([C@H](C)CO)C[C@H]2C)cc1	-0.7
O=C(C[C@@H]1C=C[C@H](NC(=O)C2CC2)[C@H](CO)O1)NC1CCC1	-1.3
COc1ccc(S(=O)(=O)Nc2ccc3c(c2)C(=O)N([C@H](C)CO)C[C@H](C)[C@@H](CN(C)S(=O)(=O)c2ccc(Cl)cc2)OCCCC[C@@H](C)O3)cc1	-1.0
CN1c2ccc(C#Cc3ccccc3F)cc2[C@H]2[C@H](CCN2C(=O)c2cnccn2)[C@H]1CO	-1.2
Cc1nn(C)cc1NC(=O)C[C@@H]1CC[C@@H]2[C@@H](COc3ccc(NC(=O)Nc4cccc(Cl)c4)cc3C(=O)N2C)O1	2.2
NC(=O)[C@H]1[C@@H]2C(=O)O[C@@H](c3ccccc3)[C@@H](c3ccccc3)N2[C@@H](c2ccccc2OCCO)[C@]12C(=O)Nc1ccc(C#CC3(O)CCCCCC3)cc12	-1.3
CO[C@@H]1CN(C)C(=O)c2cc(NC(=O)c3ccc(F)cc3)ccc2OC[C@@H](C)N(C(C)=O)C[C@H]1C	0.8
CCCN(C)C[C@H]1Oc2ncc(-c3cccc(C#N)c3)cc2C(=O)N([C@@H](C)CO)C[C@@H]1C	-2.1
CCCNC(=O)N[C@@H]1C=C[C@H](CC(=O)N2CCN(C)CC2)O[C@@H]1CO	-2.9
O=C(Cc1ccccn1)NCC[C@H]1CC[C@H](NS(=O)(=O)c2ccc(F)cc2)[C@H](CO)O1	-1.6
CN1C(=O)c2cc(NC(=O)C3CC3)ccc2OC[C@@H]2O[C@@H](CC(=O)NC3CCC3)CC[C@H]21	-5.8
C[C@H](CO)N1C[C@H](C)[C@H](CN(C)S(=O)(=O)c2cn(C)cn2)Oc2ccc(NC(=O)C3CCCCC3)cc2C1=O	-1.1
COc1ccc(CN(C)C[C@H]2OCCCC[C@H](C)Oc3ccc(NC(=O)Nc4c(C)noc4C)cc3C(=O)N([C@@H](C)CO)C[C@@H]2C)cc1	2.3
CN(C)C(=O)c1cccc(-c2ccc([C@@H]3[C@@H](CO)N4CCCCN(C(=O)C5CCCC5)C[C@@H]34)cc2)c1	4.6
C[C@@H]1CN([C@H](C)CO)C(=O)c2cccc(NC(=O)c3cnccn3)c2O[C@@H]1CN(C)C(=O)Nc1ccc2c(c1)OCO2	-2.1

# Arranged by count of non-hydrogen atoms (ascending): part of the list above.
Molecule	BioA inh
CCCNC(=O)N[C@@H]1C=C[C@H](CC(=O)N2CCN(C)CC2)O[C@@H]1CO	-2.9
CCC(=O)N1CCCCN2[C@H](CO)[C@H](c3ccc(/C=C/c4ccccc4)cc3)[C@@H]2C1	3.5
CN1c2ccc(C#Cc3ccccc3F)cc2[C@H]2[C@H](CCN2C(=O)c2cnccn2)[C@H]1CO	-1.2
CO[C@@H](CN(C)C(=O)Nc1ccc(C(F)(F)F)cc1)[C@@H](C)CN(Cc1ccccc1Cl)[C@@H](C)CO	-3.8
C[C@H]1CN([C@@H](C)CO)S(=O)(=O)c2ccc(-c3ccncc3)cc2O[C@H]1CN(C)C(=O)C1CCCCC1	-0.5
C[C@H](CO)N1C[C@H](C)[C@H](CN(C)S(=O)(=O)c2cn(C)cn2)Oc2ccc(NC(=O)C3CCCCC3)cc2C1=O	-1.1
C[C@H]1CN([C@@H](C)CO)C(=O)c2cc(NC(=O)CCC(F)(F)F)ccc2O[C@@H]1CN(C)Cc1ccc(-c2ccccc2)cc1	-0.6
COc1ccc(CN(C)C[C@H]2OCCCC[C@H](C)Oc3ccc(NC(=O)Nc4c(C)noc4C)cc3C(=O)N([C@@H](C)CO)C[C@@H]2C)cc1	2.3
NC(=O)[C@H]1[C@@H]2C(=O)O[C@@H](c3ccccc3)[C@@H](c3ccccc3)N2[C@@H](c2ccccc2OCCO)[C@]12C(=O)Nc1ccc(C#CC3(O)CCCCCC3)cc12	-1.3

# The results go on.
COc1cccc(CNC(=O)[C@@H]2[C@@H](CO)[C@@H]3Cn4c(ccc(-c5ccncc5)c4=O)[C@H]2N3C(C)=O)c1
- BioA inh: -2.9
Cc1noc(C)c1S(=O)(=O)Nc1cccc2c1O[C@H](CN(C)CC1CCCCC1)[C@H](C)CN([C@H](C)CO)C2=O
- BioA inh: -2.1
Cc1noc(C)c1NC(=O)N[C@@H]1C=C[C@@H](CC(=O)NCc2ccc(Cl)c(Cl)c2)O[C@H]1CO
- BioA inh: -0.9
Cc1noc(C)c1NC(=O)N(C)C[C@@H]1Oc2ccc(NC(=O)C3CCCCC3)cc2CC(=O)N([C@@H](C)CO)C[C@@H]1C
- BioA inh: -0.9
CO[C@@H]1CC[C@@H]2CCN(C)C(=O)C[C@@H](c3ccccc3)CN(C)C(=O)c3cccc(C#N)c3OC[C@H]1O2
- BioA inh: -0.9
COc1ccc(S(=O)(=O)N[C@@H]2CC[C@H](CC(=O)NCCc3ccncc3)O[C@H]2CO)cc1
- BioA inh: 16.9
C[C@H](CO)N1C[C@H](C)[C@H](CN(C)C(=O)C2CCCCC2)Oc2cc(-c3ccc(F)cc3)ccc2S1(=O)=O
- BioA inh: -3.2
COc1ccc(S(=O)(=O)Nc2ccc3c(c2)C(=O)N([C@@H](C)CO)C[C@@H](C)[C@@H](CN(C)C(=O)c2ccccc2)OCCCC[C@@H](C)O3)cc1
- BioA inh: -0.5
C[C@@H](NC(=O)C[C@H]1CC[C@H](NC(=O)C2CCC2)[C@@H](CO)O1)c1ccccc1
- BioA inh: 0.4
COc1ccc(S(=O)(=O)Nc2ccc3c(c2)C(=O)N([C@@H](C)CO)C[C@@H](C)[C@H](CN(C)C(=O)Nc2ccccc2)O3)cc1
- BioA inh: 0.9
O=C(C[C@@H]1C=C[C@@H](NC(=O)CC2CC2)[C@H](CO)O1)NCC(F)(F)F
- BioA inh: 0.2
COc1ccc(C#Cc2ccc3c(c2)[C@]2(C(=O)N3)[C@H](c3ccc(OCCO)cc3)N3[C@H](c4ccccc4)[C@H](c4ccccc4)OC(=O)[C@H]3[C@@H]2C(=O)N2CCN(c3ncccn3)CC2)cc1
- BioA inh: -1.8
C[C@@H]1CN([C@@H](C)CO)C(=O)c2cc(NC(=O)Nc3ccc4c(c3)OCO4)ccc2O[C@@H]1CN(C)S(=O)(=O)c1ccc(Cl)cc1
- BioA inh: -6.8
COc1ccc(CN(C)C[C@H]2OCCCC[C@@H](C)Oc3ccc(NS(=O)(=O)c4ccc(Cl)cc4)cc3C(=O)N([C@H](C)CO)C[C@H]2C)cc1
- BioA inh: -2.2
COc1ccc(NC(=O)N[C@H]2CC[C@@H](CCNC(=O)c3cc(Cl)cc(Cl)c3)O[C@H]2CO)cc1
- BioA inh: -3.5
C[C@@H]1CN([C@H](C)CO)C(=O)c2cc(NC(=O)Nc3ccc(C(F)(F)F)cc3)ccc2O[C@H]1CN(C)CC1CCCCC1
- BioA inh: -0.7
COC(=O)[C@H]1[C@H](CO)[C@H]2Cn3c(ccc(/C=C/c4ccccc4)c3=O)[C@@H]1N2C(=O)C1CCC1
- BioA inh: 1.8
CCCC#Cc1ccc([C@@H]2[C@H](C#N)N(S(C)(=O)=O)[C@H]2CO)cc1
- BioA inh: -0.3
COc1ccccc1-c1cnc2c(c1)C(=O)N([C@H](C)CO)C[C@H](C)[C@@H](CN(C)C(=O)CC1CC1)O2
- BioA inh: 1.4
O=C(Nc1ccccc1)N1CCCCN2[C@H](CO)[C@@H](c3ccc(C#Cc4ccccc4)cc3)[C@@H]2C1
- BioA inh: -1.5
O=S(=O)(N[C@@H]1CCCN(Cc2cccc(OCCO)c2)C1)c1ccc2ccccc2c1
- BioA inh: -2.9
CN(C)C(=O)c1cccc(-c2ccc3n(c2=O)C[C@@H]2[C@@H](CO)[C@H](C(=O)NCC4CC4)N[C@H]32)c1
- BioA inh: -1.9
C[C@@H]1CN([C@@H](C)CO)C(=O)c2cccc(NS(=O)(=O)c3ccc(F)cc3)c2O[C@@H]1CN(C)Cc1ccncc1
- BioA inh: -1.7
O=C(C[C@@H]1C=C[C@@H](NC(=O)C2CCOCC2)[C@H](CO)O1)NCC1CC1
- BioA inh: -4.5
C[C@@H]1CN([C@H](C)CO)C(=O)c2cccc(NS(=O)(=O)c3ccc(F)cc3)c2O[C@@H]1CN(C)S(=O)(=O)c1cccs1
- BioA inh: -0.6
CCC(=O)Nc1ccc2c(c1)C(=O)N(C)C[C@H](OC)[C@@H](C)CN(C(=O)c1ccncc1)[C@@H](C)CO2
- BioA inh: -3.4
C[C@@H](O)C#Cc1cnc2c(c1)C(=O)N([C@@H](C)CO)C[C@H](C)[C@H](CN(C)C(=O)CC1CC1)O2
- BioA inh: -1.8
C[C@H](CO)N1C[C@H](C)[C@H](CN(C)CC2CCCCC2)OCCCC[C@H](C)Oc2ccc(NC(=O)C3CCCCC3)cc2C1=O
- BioA inh: -2.0
